Tb PFK block: blocks T. brucei phosphofructokinase; O15648; T. brucei PFK, ADP-Glo luminescence; Potency, µM (top dose mostly 57.5 µM), for inactives: top-dose activity, negative = inhibition, actives largely listed as inhibitors; hit rate 0.17% among 330,000;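 also: potency is read from the fitted curve at half-maximal effect; 0% = uninhibited 1x PFK enzyme wells and -100% = no-enzyme wells; nearly all actives have a fitted effect of over 60% in size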
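1.25 nM PFK with 0.5 mM F6P and 0.1 mM ATP in 0.1 M TEA pH 8.0, 5 mM MgCl2, incubated 45 min at room temperature; ADP measured by ADP-Glo luminescence; compounds titrated up to 57 uM.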
RORgamma inh: blocks mouse ROR gamma transcriptional activity; P51450; Drosophila S2 Gal4-RORgamma UAS-luciferase reporter, 20 h; Potency, µM (highest dose often 53.6 µM), for the others: top-dose activity change, negative = inhibition, most hits filed as inhibitors; hit rate 5.4% among 310,000; also: potency is read from the fitted curve at half-maximal effect; % is scaled to controls: 0 for no effect and ±100 for the full control effect; nearly all actives have a fitted effect of over 60% in size
Target sequence (P51450 whole entry, looked up, the tested form may be a part): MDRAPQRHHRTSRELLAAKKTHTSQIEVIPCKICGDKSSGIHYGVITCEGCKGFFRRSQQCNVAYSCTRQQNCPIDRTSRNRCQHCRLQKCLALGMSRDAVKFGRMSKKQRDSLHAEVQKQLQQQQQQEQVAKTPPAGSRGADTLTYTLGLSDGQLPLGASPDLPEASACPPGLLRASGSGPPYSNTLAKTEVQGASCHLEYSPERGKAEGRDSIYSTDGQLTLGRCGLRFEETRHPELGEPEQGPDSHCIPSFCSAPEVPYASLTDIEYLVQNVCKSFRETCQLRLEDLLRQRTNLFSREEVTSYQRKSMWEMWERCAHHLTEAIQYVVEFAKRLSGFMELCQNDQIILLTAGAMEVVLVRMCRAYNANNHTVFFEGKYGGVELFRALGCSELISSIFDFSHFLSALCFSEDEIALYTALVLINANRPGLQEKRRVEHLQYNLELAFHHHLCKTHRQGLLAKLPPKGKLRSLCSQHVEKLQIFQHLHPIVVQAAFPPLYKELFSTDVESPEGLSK
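In this cell-based reporter format, copper sulfate (700 uM final) drives Gal4–ROR gamma fusion expression from a metallothionein promoter in Drosophila Schneider cells; compounds preincubated 1 hr, reporter read after 20 hr at ambient temperature.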
ELG1 genotox: genotoxicity induction in ELG1-luciferase HEK293T cells; hit rate 1.3% among 330,000; AID 504466; Potency, µM (top dose mostly 46 µM), for the others: at the top dose activity change, positive = activation, usual class: activators; HEK293T ELG1-luciferase reporter, luminescence, 16 h; also: potency is read from the fitted curve at half-maximal effect; % of control where 0% means no effect; nearly all actives have a fitted effect of over 60% in size
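Screening used a luciferase reporter fused to human ELG1 in HEK293T cells. Luminescence was read on a CCD plate imager after 16 hr exposure and 30 min ONE-Glo incubation.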
FLuc modulator: inhibits or activates purified firefly luciferase, miR-21 counter-screen | P08659 | purified FLuc, Km substrates, luminescence inhibition | Potency, µM (titrated, usually from 57.5 µM), for the others: at the top dose activity change, negative = inhibition, usual class: inhibitors | hit rate 6.9% among 360,000;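 also: potency is read from the fitted curve at half-maximal effect; plate controls were vehicle for no effect and reference inhibitor for full effect; nearly all actives have a fitted effect of over 55% in size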
Target sequence (P08659 whole entry, looked up): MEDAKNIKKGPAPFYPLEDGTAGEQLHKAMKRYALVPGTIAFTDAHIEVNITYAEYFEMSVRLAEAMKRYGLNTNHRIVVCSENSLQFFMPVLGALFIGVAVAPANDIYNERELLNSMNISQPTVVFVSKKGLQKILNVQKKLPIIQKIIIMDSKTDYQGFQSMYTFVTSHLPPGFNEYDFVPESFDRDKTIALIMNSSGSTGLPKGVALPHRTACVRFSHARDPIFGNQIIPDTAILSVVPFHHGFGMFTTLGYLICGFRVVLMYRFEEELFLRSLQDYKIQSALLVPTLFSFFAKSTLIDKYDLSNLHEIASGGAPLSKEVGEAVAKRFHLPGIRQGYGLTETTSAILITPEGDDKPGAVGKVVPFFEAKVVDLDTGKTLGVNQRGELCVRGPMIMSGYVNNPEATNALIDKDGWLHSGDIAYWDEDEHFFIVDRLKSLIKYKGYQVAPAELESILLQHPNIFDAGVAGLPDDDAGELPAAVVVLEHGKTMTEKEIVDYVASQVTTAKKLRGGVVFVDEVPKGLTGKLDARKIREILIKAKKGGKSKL
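Purified P. pyralis luciferase, 10 nM final, with Km-level 10 uM D-luciferin and 10 uM ATP in 50 mM Tris acetate pH 7.5, 10 mM Mg acetate, 0.01% Tween-20, 0.05% BSA; 6-point qHTS titration about 60 µM downward; luminescence read.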
NPC1 promoter act: activates the NPC1 promoter | Huh7 NPC1 promoter luciferase reporter, 24 h | Potency, µM (series often up to 9.22 µM), inactives show at the highest dose activation, actives largely listed as activators | hit rate 2.4% among 320,000;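 also: potency is read from the fitted curve at half-maximal effect; % of control where 0% means no effect; nearly all actives have a fitted effect of over 60% in size; reporter is driven by a mutant NPC1 promoter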
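Stably transfected Huh7 (NPC1 promoter→luciferase), 1500 cells/well in Opti-MEM + 10% FBS, 2 h settle, then compound 24 h at 37 °C. Luminescence after 10 min with Amplite reagent.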
BRCA1 expr up: activators of BRCA1 expression; MCF7-BRCA1-FFLuc reporter, luminescence, 48 h; response scale: scaled: vehicle 0%, 10 µM genistein 100%; Potency, µM (titrated, usually from 46.1 µM), without a hit: top-dose activation, hits mostly activators; hit rate 1.1% among 380,000; AID 624202; also: potency is read from the fitted curve at half-maximal effect; nearly all actives have a fitted effect of over 80% in size; some results filed as inactive show a strong effect at the top dose
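MCF7-BRCA1-FFLuc, 2000 cells/well; 2 h attach, 37 °C/5% CO2; compound 48 h; luciferase substrate 15 min; luminescence end-point. Norm. to genistein 10 microM max activation and DMSO; concentration-response curves fitted.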
Rab9 prom act: activators of Rab9 promoter. hit rate 2.8% among 320,000. Huh7 Rab9 promoter-luciferase reporter, luminescence, 24 h. Potency, µM (doses to about 9.22 µM), without a hit: top-dose activation, negative = inhibition, usual class: activators. AID 485297; also: potency is read from the fitted curve at half-maximal effect; % of control where 0% means no effect; nearly all actives have a fitted effect of over 60% in size
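Promoter activation is measured as luciferase luminescence in Huh7 cells stably transfected with a Rab9 promoter–luciferase construct, following 24 h compound exposure at 37 °C and 10 min reagent incubation at ambient temperature.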
VP16 counter: inhibits Gal4-VP16 luciferase reporter, ROR gamma counter-screen. AID 2546. hit rate 3.5% among 310,000. Drosophila S2 Gal4-VP16 UAS-luciferase, luminescence, 20 h. Potency, µM (doses to about 53.6 µM), for the others: at the top dose activity, negative = inhibition, most hits filed as inhibitors;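 also: Gal4-VP16 expression switched on by copper sulfate through the metallothionein promoter; potency is read from the fitted curve at half-maximal effect; % is scaled to controls: 0 for no effect and ±100 for the full control effect; nearly all actives have a fitted effect of over 50% in size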
ELG1 repair inh: inhibitors of ELG1-dependent DNA repair in HEK293T cells | Potency, µM (top dose mostly 46.1 µM), for inactives: at the highest dose activity change, negative = inhibition, hits mostly inhibitors | hit rate 2.3% among 330,000 | HEK293T ELG1-luciferase reporter, luminescence, 16 h; DNA damage induced by 5-fluorouridine; also: potency is read from the fitted curve at half-maximal effect; % is scaled to controls: 0 for no effect and ±100 for the full control effect; nearly all actives have a fitted effect of over 55% in size
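Overnight (16 hr) co-exposure of 2,000 cells/well to 5-fluorouridine and compound at 37 °C preceded detection. Luciferase was quantified via ONE-Glo luminescence; loss of signal denotes inhibition.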
p53 reactivation: re-activators of mutant p53 | H1299 p53-A138V BP100-luciferase reporter, luminescence, 24 h | AID 504706 | hit rate 0.063% among 320,000 | Potency, µM (titrated, usually from 92.2 µM), without a hit: at the top dose activity change, positive = activation, actives largely listed as activators; also: potency is read from the fitted curve at half-maximal effect; % of control where 0% means no effect; nearly all actives have a fitted effect of over 45% in size
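p53-null H1299 cells stably carrying temperature-sensitive p53-A138V and a BP100-luciferase reporter were pinned with compounds (4-point, 1:5 series) and held 24 hrs at 37 deg C. Luminescence was read 10 min after detection reagent.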
TRPV1 agonist: human TRPV1 agonism; activation, % at 8.33 µM; Q8NER1; hit rate 0.19% among 320,000; TRPV1-expressing cells, Fluo-8 calcium influx, agonist mode; in the data active = activation above about 80%; inconclusive = between about 30% and that limit; also: 0% is about no effect
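TRPV1-expressing cells were cultured overnight at 35.5C and loaded with Fluo-8 calcium dye for 40 to 90 min at room temperature. After a 10 s baseline, compound was added and calcium influx was read kinetically for 3 min (ex 480/em 520 nm).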
* hit, by the source's call; ? = inconclusive; / = not tested or not shown; & = joins results of further samples; [ ] = another dose, or the depositor's remark. Unless noted, calls follow the shape of the dose curve; as a rule, active = well fitted curve in the direction sought with a large enough effect; inconclusive = small, poorly fitted or top-dose-only effect, or another doubt; inactive = no such curve, though single readings can be large; an effect the other way counts as inactive or inconclusive.

SMILES	Tb PFK block	RORgamma inh	ELG1 genotox	FLuc modulator	NPC1 promoter act	BRCA1 expr up	Rab9 prom act	VP16 counter	ELG1 repair inh	p53 reactivation	TRPV1 agonist
Cc1ccccc1C(=O)NC(=S)NCc1cccnc1	1%	-37%	1%	-2%	0%	-2%	-4%	-19%	16%	-2%	1
Cn1c(=O)c2c(SCC(=O)N3CCOCC3)nc(-c3ccccc3Cl)nc2n(C)c1=O	-1%	7%	-6%	3%	1%	-7%	-1%	2%	-2%	10%	1
O=S(=O)(NCC(Nc1ccc(Cl)cc1)c1ccccc1)c1ccccc1 (centres undefined)	1%	114%	-2%	-2%&3%	-2%	-92%	1%	?	-9%	9%	8
CCN(CC)CCN(C(=O)CCS(=O)(=O)c1ccccc1)c1nc2cc(C)cc(C)c2s1	1%	20µM*	2%	3%	-3%	-34%	-2%	-29%	8%	-17%	2
O=C(NCc1ccc2c(c1)OCO2)c1ccc(S(=O)(=O)N2CCCCC2)cc1	0%	5%	-1%	1%	-2%	-8%[1.84 µM]	2%	1%	0%	9%	17
CCn1cnc2cc(NC(=O)c3ccco3)ccc21	-2%	?	18µM*	11µM*	2.8µM*	-20%	1.6µM*	?	?	?	-3
COc1cccc(-c2c(C(=O)N/N=C/c3ccc(C)o3)nnn2-c2nonc2N)c1	-2%	10µM*	-3%	-15%	0%	4%	-4%	?	5%	-1%	0
COC(=O)c1ccc2c(=O)[nH]c(CN3c4ccccc4CC3C)nc2c1 (centres undefined)	-13%	4%	1%	-1%	-2%	-10%	0%	10%	?	-20%	2
Cc1ccc(S(=O)(=O)N2CCC(C(=O)OCC(=O)Nc3cc(S(C)(=O)=O)ccc3Cl)CC2)cc1C	-2%	1%	1%	5%	-1%	10%	-19%	4%	21%	9%	-2
O=C(N/N=C/c1ccccc1C(=O)O)c1ccncc1	1%	-14%	0%	-19%	-12%	-21%	0%	1%	1%	/	8
CCCCC(=O)Nc1cc(NC(=O)CC)ccc1Cl	-2%	27%	1%	2%	1%	0%	-1%	0%	-4%	-1%	-13
Cc1ccccc1-n1c(SCC(=O)Nc2ccccc2)nc2nc3c(cc2c1=O)CCCC3	9%	-41%	-10%	4%	-1%	-48%	-8%	-13%	23µM*	-14%	2
O=C1N(Cc2cccc(Cl)c2)C[C@@H]2C[C@@H](c3ccco3)N3CCC[C@@]123	0%	5%	-3%	0%	0%	-5%	-17%	-10%	-1%	-1%	2
COc1ccc(-c2nc(CS(=O)CC(=O)NC3CCCC3)c(C)o2)cc1OC (centres undefined)	9%	-6%	4%	-2%	2%	-16%	-2%	17%	8%	-7%	3
Cc1ccc(S(=O)(=O)N2CCC(C(=O)OCC(=O)NC(C)c3ccc(F)cc3)CC2)cc1C (centres undefined)	29%	/	0%	0%	-2%	-21%	2%	/	3%	1%	9
O=C(COC(=O)c1ccc2ccccc2c1O)Nc1ccccc1	4%	/	3%	0%	-7%	-24%	-1%	/	22%	5%	2
Cc1c(NS(=O)(=O)CC23CCC(CC2=O)C3(C)C)c(=O)n(-c2ccccc2)n1C (centres undefined)	-3%	-11%	1%	1%	-3%	11%	3%	-5%	13%	5%	/
CCC(=O)Nc1ccc(C(=O)Nc2cccc(OC)c2)cc1	-3%	23%	?	24µM*	27%	13µM*	?	-8%	?	8%	0
C=CCSc1nc(C)cc(C(=O)OCC)c1C#N	0%	3%	3%	0%	-3%	15%	0%	2%	12%	4%	8
CCCCCCn1c(COc2ccccc2F)nnc1SCC(=O)c1c(N)n(C)c(=O)n(C)c1=O	-3%	5%	5%	-1%	-4%	/	-8%	-14%	22%	-3%	-5
O=C(Nc1c(Cl)cccc1Cl)c1cc(=O)n(Cc2ccccc2)c(=O)[nH]1	3%	?	2%	0%	-2%	-5%	-9%	-5%[0.365 µM]	11%	-7%	-2
CCn1cc(SCC(=O)NCc2ccc3c(c2)OCO3)c2ccccc21	-7%	-9%	-11%	2%	0%	-31%	-15%	10%	-7%	-9%	24
C/C(=N\NS(=O)(=O)c1cccc([N+](=O)[O-])c1)c1cccnc1	-4%	-11%	2%	-4%	-3%	-4%	0%	-10%	4%	1%	-1
Cc1cc(C(=O)C(=O)O)c(C)n1-c1ccc(Cl)cc1	-16%	34%	2%	-7%	0%	-14%	-9%	-17%	13%	-3%	0
Cc1ccc(NC(N)=S)cc1	-4%	?	-1%	3%	2%	17%	-4%	3%	-8%	-2%	1

Some of these compounds in order of the RORgamma inh value, falling:
| canonical_smiles | Tb PFK block | RORgamma inh | NPC1 promoter act | BRCA1 expr up | Rab9 prom act | p53 reactivation | TRPV1 agonist |
| --- | --- | --- | --- | --- | --- | --- | --- |
| O=S(=O)(NCC(Nc1ccc(Cl)cc1)c1ccccc1)c1ccccc1 (centres undefined) | 1% | 114% | -2% | -92% | 1% | 9% | 8 |
| Cn1c(=O)c2c(SCC(=O)N3CCOCC3)nc(-c3ccccc3Cl)nc2n(C)c1=O | -1% | 7% | 1% | -7% | -1% | 10% | 1 |
| COc1ccc(-c2nc(CS(=O)CC(=O)NC3CCCC3)c(C)o2)cc1OC (centres undefined) | 9% | -6% | 2% | -16% | -2% | -7% | 3 |
| CCn1cc(SCC(=O)NCc2ccc3c(c2)OCO3)c2ccccc21 | -7% | -9% | 0% | -31% | -15% | -9% | 24 |
| C/C(=N\NS(=O)(=O)c1cccc([N+](=O)[O-])c1)c1cccnc1 | -4% | -11% | -3% | -4% | 0% | 1% | -1 |
| Cc1ccccc1-n1c(SCC(=O)Nc2ccccc2)nc2nc3c(cc2c1=O)CCCC3 | 9% | -41% | -1% | -48% | -8% | -14% | 2 |

Other results follow:
SMILES	Tb PFK block	RORgamma inh	ELG1 genotox	FLuc modulator	NPC1 promoter act	BRCA1 expr up	Rab9 prom act	VP16 counter	ELG1 repair inh	p53 reactivation	TRPV1 agonist
Cc1cc2cc(C)c3nnc(SCC(=O)N4CCc5ccccc54)n3c2cc1C	3%	-5%	-1%	0%	0%	/	-6%	-2%	?	3%	/
COc1ccc(-n2nnnc2SCC(=O)c2ccc3c(c2)OCCO3)c(OC)c1	-3%	-11%	0%	?	-1%	-29%	-2%	?	-9%	4%	2
CCN(CC)CCNC(=O)c1ccc(NC(=O)c2ccc(Cl)c(S(=O)(=O)Nc3ccccc3OC)c2)cc1	0%	14%	-2%	1%	1%	/	-1%	-10%	3%	-5%	/
O=c1ccccn1CCOc1ccc(Cl)cc1	0%	1%	-2%	-9%	11%	90%	14%	-1%	?	-2%	-9
Cc1cc(C(=O)O)ccc1-n1c(C)cc(/C=C2\SC(=O)NC2=O)c1C	2%	-13%	0%	-18%	0%	16%	13%	3%	-12%	-18%	-6
COc1cc(C)c(COc2ncnc3ccccc23)cc1OC	-7%	38%	-8%	1%	1%	-23%	-1%	-2%	?	2%	-2
C=CCNC(=O)c1onc(CSc2ccc(F)cc2)c1C(=O)O	-2%	3%	0%	-9%	-4%	0%	4%	-6%	-2%	2%	0
COc1ccc(C2=NN(C3=NN=C(N)Cc4ncnn43)C(O)(C(F)(F)F)C2)cc1 (centres undefined)	-6%	8.9µM*	0%	-7%	-4%	-17%	-9%	11µM*	4%	3%	2
CCOc1ccc2nc(SC(CC)C(=O)Nc3cc(C)on3)sc2c1 (centres undefined)	-1%	-11%	-3%	-3%	-6%	51%	8%	-15%	?	-2%	11
CCOc1ccccc1C(=O)Nc1ccsc1C(=O)OC	4%	31%	-7%	0%	-22%	-69%	-28%	0%	?	1%	4
O=C(COC(=O)c1ccco1)NCc1cccs1	-12%	31%	-1%	-8%	-1%	49%	-5%	25%	7%	3%	1
COc1cccc(CN2CCC(C(=O)N3CCN(c4ccccc4F)CC3)CC2)c1	1%	6%	-3%	3%	0%	-33%	-4%	-3%	-20%	2%	2
OC[C@@H]1[C@@H](c2ccccc2)C(c2ccc(F)cc2)=NN1c1ccccc1	2%	0%	5%	/	/	-19%	/	?	-2%	9%	/
COC(=O)C1=C(C)N(Cc2ccco2)C(=O)N[C@@H]1c1ccccc1	5%	-2%	0%	2%	-1%	5%	-1%	-2%	8%	-7%	3
CCC(=Nc1ccc(N)cc1)C1=C(O)C(C(=O)OC)C(C)(C)CC1=O (centres undefined)	-11%	-39%	?	-16%	-2%	-1%	11%	-2%	?	?	1

Copied from the list.
Value of `COc1ccc(C2=NN(C3=NN=C(N)Cc4ncnn43)C(O)(C(F)(F)F)C2)cc1` (centres undefined) under RORgamma inh: 8.9µM*
Value of `O=c1ccccn1CCOc1ccc(Cl)cc1` under RORgamma inh: 1%

Assay outcomes deposited in PubChem BioAssay by National Center for Advancing Translational Sciences (NCATS).
